GAA glycogen: qHTS Assay for Inhibitors and Activators of Human alpha-Glucosidase Cleavage of Glycogen | Lysosomal alpha-glucosidase (Homo sapiens), P10253 | Potency, µM (titrated, usually from 76.4 µM), inactives show at the top dose activity change, negative = inhibition, most hits filed as inhibitors | recombinant GAA, glycogen substrate, Amplex Red glucose oxidase fluorescence | hit rate 0.38% among 300,000;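 further: 0% = full enzyme reaction and -100% = no-enzyme basal signal; the screen sought inhibitors and activators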
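Recombinant human alpha-glucosidase (4 nM final) hydrolysed bovine liver glycogen (30 ug) for 40 min at 37 C in pH 5.0 citrate/phosphate with 0.01% Tween-20. Released glucose detected by glucose oxidase/Amplex Red, Ex 573/Em 610 nm. Compounds up to 77 uM; AC50 from Hill fits.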
GAA inhib: qHTS Assay for Inhibitors of Human alpha-Glucosidase as a Potential Chaperone Treatment of Pompe Disease. purified human GAA, 4-MU-alpha-glucoside fluorescence. Potency, µM (titrated, usually from 76.9 µM), for the others: at the highest dose activity change, negative = inhibition, most hits filed as inhibitors. hit rate 0.005% among 200,000;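 further: plate controls were uninhibited enzyme wells for no effect and no-enzyme background for full effect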
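Fluorescence at Ex 365/Em 440 nm from 4-methylumbelliferone reported enzyme activity after 20 min at room temperature. Reactions used 4 nM enzyme and 400 uM substrate at pH 5.0; curves fitted with the Hill equation.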
TRb SRC2 PPI: qHTS for Inhibitors of the Interaction of Thyroid Hormone Receptor and Steroid Receptor Coregulator 2; hit rate 0.065% among 280,000; Thyroid hormone receptor beta (Homo sapiens), P10828; Potency, µM (series often up to 106 µM), without a hit: at the highest dose activity change, negative = inhibition, usual class: inhibitors; AID 1469, 2008; TRbeta-SRC2 peptide binding, fluorescence polarization; receptor liganded with 1 µM T3;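 further: plate controls were bound peptide for no effect and peptide without receptor for full effect; nearly all actives have a fitted effect of over 50% in size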
Target sequence (P10828 whole entry, looked up): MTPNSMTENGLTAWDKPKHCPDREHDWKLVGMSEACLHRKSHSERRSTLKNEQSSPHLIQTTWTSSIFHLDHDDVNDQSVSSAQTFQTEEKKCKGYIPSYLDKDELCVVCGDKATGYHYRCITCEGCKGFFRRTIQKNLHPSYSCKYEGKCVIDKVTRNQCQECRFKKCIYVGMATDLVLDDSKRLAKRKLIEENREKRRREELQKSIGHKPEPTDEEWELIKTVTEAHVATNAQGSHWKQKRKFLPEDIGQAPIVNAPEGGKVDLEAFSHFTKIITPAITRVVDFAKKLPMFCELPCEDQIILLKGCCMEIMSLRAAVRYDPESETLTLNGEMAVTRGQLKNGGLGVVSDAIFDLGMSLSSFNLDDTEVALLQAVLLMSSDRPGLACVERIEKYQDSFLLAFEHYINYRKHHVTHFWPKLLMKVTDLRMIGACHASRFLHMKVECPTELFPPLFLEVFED
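Quantitative HTS by FP: 0.6 uM TRb LBD, 20 nM labeled SRC2 20-mer, 1 uM T3, 5% DMSO; 5 hr ambient incubation; % activity per concentration and potencies from concentration series.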
L3MBTL1 inh: qHTS Assay for the Inhibitors of L3MBTL1 | AID 485360, 2010 | hit rate 0.66% among 230,000 | AlphaScreen L3MBTL1–H3K9me1 peptide binding | Potency, µM (top dose mostly 57.1 µM), without a hit: at the top dose activity, negative = inhibition, most hits filed as inhibitors | Lethal(3)malignant brain tumor-like protein 1 (Homo sapiens), Q9Y468; further: nearly all actives have a fitted effect of over 60% in size
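AlphaScreen proximity signal between nickel-chelate acceptor and streptavidin donor beads (final 10 ug/mL) reports binding of 50 nM L3MBTL1 to 75 nM biotin-H3 K9me1 peptide; complex incubated with compounds 30 min at room temperature; cefsulodin titration as control.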
RECQ1 helicase: qHTS Assay for Inhibitors of RecQ-Like Dna Helicase 1 (RECQ1); hit rate 0.54% among 240,000; RECQ1 DNA unwinding, red fluorescence kinetic read; Potency, µM (top dose mostly 57.3 µM), without a hit: at the highest dose activity, negative = inhibition, most hits filed as inhibitors; ATP-dependent DNA helicase Q1 (Homo sapiens), P46063;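 further: plate controls were vehicle for no effect and no enzyme for full effect; nearly all actives have a fitted effect of over 30% in size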
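RECQ1T1 50 nM; forked duplex (20 bp + 30-nt ss tails) 200 nM, ATP 2 mM final; pH 8.0, 2 mM MgCl2, 2.5 ug/ml poly(dI-dC); 15 min compound preincubation; discontinuous kinetic read over 2 h at RT.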
TexasRed fluor: Total Fluorescence Counterscreen for Inhibitors of the Interaction of Thyroid Hormone Receptor and Steroid Receptor Coregulator 2 | Potency, µM (series often up to 106 µM), without a hit: at the highest dose fluorescence change, negative = quenching | hit rate 0.29% among 280,000 | TRb/SRC2 Texas Red total fluorescence interference; active means well fitted curve in either direction with a large enough effect; inconclusive means small, poorly fitted or top-dose-only effect
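Human TRb ligand-binding domain at 0.6 uM with 20 nM Texas Red SRC2 peptide in Tris buffer containing 1 uM T3 and 5% DMSO, incubated with compound 5 h at ambient temperature. Total fluorescence (555/632 nm) calculated as parallel + 2 × perpendicular.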
GAA spleen mod: qHTS Assay for Inhibitors and Activators of Human alpha-Glucosidase From Spleen Homogenate. human spleen homogenate, 4-MU-alpha-glucoside fluorescence. AID 2112, 2009. Potency, µM (titrated, usually from 79.9 µM), for inactives: at the highest dose activity change, negative = inhibition, actives largely listed as inhibitors. Lysosomal alpha-glucosidase (Homo sapiens), P10253. hit rate 0.006% among 240,000;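 further: 0% = enzyme with vehicle and -100% = no enzyme basal signal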
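Compounds were titrated against alpha-glucosidase in spleen homogenate at pH 5.0, with 1 mM 4-methylumbelliferyl substrate for 40 min at 37 C. Reactions were quenched with pH 10 NaOH/glycine and fluorescence measured.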
GoLoco inh red: qHTS Assay for Inhibitors of RGS12 GoLoco Motif Activity (Red Fluorophore); Guanine nucleotide-binding protein G(i) subunit alpha-1 (Homo sapiens), P63096; Gai1:RGS12 GoLoco peptide FP, rhodamine, 10 min; Potency, µM (titrated, usually from 61.6 µM), without a hit: top-dose activity, negative = inhibition, hits mostly inhibitors; hit rate 0.44% among 230,000; active means well fitted inhibition curve with a large enough effect, not every such curve was filed as active; inactive means no such curve, though single readings can be large or run the other way; further: nearly all actives have a fitted effect of over 30% in size; many of its hits are not listed in these tables
Target sequence (P63096 whole entry, looked up): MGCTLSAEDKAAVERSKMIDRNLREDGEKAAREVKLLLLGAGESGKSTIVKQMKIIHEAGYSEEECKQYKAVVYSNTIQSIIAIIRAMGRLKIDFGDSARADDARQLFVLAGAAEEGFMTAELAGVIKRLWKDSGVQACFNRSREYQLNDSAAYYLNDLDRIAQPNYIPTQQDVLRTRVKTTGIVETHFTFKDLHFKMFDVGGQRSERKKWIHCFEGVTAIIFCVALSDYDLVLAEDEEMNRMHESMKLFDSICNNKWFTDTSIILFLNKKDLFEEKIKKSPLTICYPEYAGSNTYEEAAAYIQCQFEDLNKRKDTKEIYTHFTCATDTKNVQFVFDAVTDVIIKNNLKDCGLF
Starred values were filed as active, the others as inactive; i = inactive; ? = inconclusive; . = no result given; [ ] = dose if it differs, or a comment. Unless noted, the call rests on the fitted dose curve; in most records, active means well fitted curve in the direction sought with a large enough effect; inconclusive means small, poorly fitted or top-dose-only effect, or another doubt; inactive means no such curve, though single readings can be large; an effect the other way counts as inactive or inconclusive. Unless noted, on the % scale 0 is the no-effect control and ±100 the full control effect; potency means the concentration at half of the fitted maximal effect. Only part of the results is shown. The share of hits here may be higher or lower than overall.

Start of the listing, in advance:
SMILES	GAA glycogen	GAA inhib	TRb SRC2 PPI	L3MBTL1 inh	RECQ1 helicase	TexasRed fluor	GAA spleen mod	GoLoco inh red
O=C(CSc1nc2c(sc3ccccc32)c(=O)n1-c1ccccc1)NCc1ccco1	0%	4%	-3%	-7%	1%	-7%	-3%	15%
CN(C)S(=O)(=O)c1cc(NC(=O)c2cc(=O)[nH]c3ccccc23)ccc1Cl	-12%	2%	-4%	-12%	-11%	1%	-4%	11%

The whole of this part, from the start:
SMILES	GAA glycogen	GAA inhib	TRb SRC2 PPI	L3MBTL1 inh	RECQ1 helicase	TexasRed fluor	GAA spleen mod	GoLoco inh red
O=C(CSc1nc2c(sc3ccccc32)c(=O)n1-c1ccccc1)NCc1ccco1	0%	4%	-3%	-7%	1%	-7%	-3%	15%
CN(C)S(=O)(=O)c1cc(NC(=O)c2cc(=O)[nH]c3ccccc23)ccc1Cl	-12%	2%	-4%	-12%	-11%	1%	-4%	11%
Cc1cc(C)n(CC(=O)c2ccc(Cl)cc2)n1	2%	-6%	1%	.	-3%	0%	-5%	2%
O=C(CCCN1C(=O)c2ccccc2C1=O)N1CCN(c2ccccn2)CC1	-21%	-2%	2%	?	i	3%	-5%	7%
O=C(NCCCN1CCOCC1)c1ccc(CSCc2cccc(Cl)c2)o1	7%	3%	-10%	.	-17%	-2%	-5%	4%
Cc1ccc(CSc2nc3c(c(=O)[nH]2)CCC3)cc1	-9%	-2%	-12%	.	5%	3%	-3%	4%
Cc1cccc(NC(=O)C2CCCN2/C=C/C(=O)C(F)(F)F)c1C (stereo unspecified)	-1%	0%	3%	8%	-11%	-24%	0%	2%
CCn1nc(C)c(CNC(=O)Nc2ccc3c(c2)OCO3)c1C	0%	-2%	5%	.	i	-1%	0%	-15%
CC(C)(C)NC(=O)c1ccc2nsnc2c1	0%	-10%	1%	4%	i	-5%	-1%	12%
O=C(Nc1ccon1)c1ccc(OC2CCCC2)cc1	9%	-5%	3%	-1%	0%	1%	0%	11%
COC(=O)C1CCN(c2cc(=O)n(Cc3ccc(F)cc3)c(=O)[nH]2)CC1	3%	-6%	6%	14%[11.4 µM]	-2%	-3%	2%	3%
COCCN(C(=S)Nc1cc(C)cc(C)c1)C(C)c1ccco1 (stereo unspecified)	4%	1%	-10%	.	-13%	-2%	-3%	-1%
COc1cc(/C=N/NC(=O)c2cccnc2)ccc1OS(=O)(=O)c1ccc(C)cc1	-9%	-6%	-7%	2%	-9%	-1%	-10%	12%
COc1cc(/C=N/NC(=O)c2ccncc2)ccc1OCCN1CCCCC1	3%	2%	-3%	2%	-1%	-6%	-3%	6%
COC(=O)c1c(C)[nH]c(C(=O)CSc2ncnc3sc(-c4ccccc4)cc23)c1C	10%	-5%	7%	5%	-6%	-2%	-6%	2%
Cc1cc(C)cc(OC(=O)CCN2C(=O)c3ccccc3C2=O)c1	0%	-1%	-3%	1%	-3%	-5%	7%	-4%
CCN(Cc1cnn(C)c1)C(=O)CC1C(=O)NCCN1Cc1cccc(OC)c1OC (stereo unspecified)	12%	-7%	-5%	4%	-4%	-1%	1%	4%
Cn1c(=O)cc(SCC(=O)N2CCOCC2)c2ccc(Cl)cc21	2%	-7%	-2%	11%	2%	-7%	10%	1%
CCCCn1c(C(C)NC(=O)c2cccs2)nc2ccccc21 (stereo unspecified)	-4%	2%	4%	6%	-3%	-1%	-5%	-2%
CO[C@@H]1COC(=O)[C@H](COCc2ccccc2)NC(=O)C/C=C\[C@@H](C)[C@H](OC)COC(=O)[C@H](COCc2ccccc2)NC(=O)C/C=C\[C@H]1C	.	.	-3%[11.2 µM]	.	13%[11.5 µM]	0%[11.2 µM]	-3%[17.4 µM]	.
C=CCO/N=C/C1C(=O)CC(C)(C)CC1=O	8%	-9%	-5%	8%	-4%	0%	-2%	0%
COc1cc2cc(CN(Cc3cccnc3)C(=O)Nc3ccccc3)c(=O)[nH]c2cc1OC	20%	?	-2%	4%	i	-1%	3%	11%
CCCC1(CCC)NC(=O)N(CC(=O)Nc2ccccc2OC)C1=O	13%	-27%	2%	2%	-4%	2%	2%	-8%
Nc1ccc2nc[nH]c2c1	4%	3%	9%	-11%	-8%	-2%	6%	5%
O=C(NC1CCCC1)c1cc2c(ccc3ccccc32)o1	1%	4%	-1%	.	-3%	-3%	-13%	-4%
Cc1ccc(N2CCOCC2)c2c1C(=O)c1ccccc1C2=O	-1%	6%	9%	14µM*	3%	5%	7%	11%
c1ccc2c(c1)nc(N1CCOCC1)c1nnnn12	.	-8%	-17%	-1%	i	2%	5%	-25%
COCCNC(=S)NC1CC2CCCC(C1)N2Cc1ccco1 (stereo unspecified)	0%	1%	-3%	-9%	-6%	-4%	-4%	-23%
CCCS(=O)(=O)N1CCN(Cc2ccccc2OCC)CC1	3%	1%	-20%	-2%	-3%	-1%	-7%	-10%
O=C(CSc1nc2ccccc2c(=O)n1Cc1ccco1)N1CCCC1	18%	14%	5%	-16%	i	-2%	1%	7%
CCCc1[nH]nc2c1C(c1ccc(O)cc1OCC)C(C#N)=C(N)O2 (stereo unspecified)	?	-2%	2%	-4%	-14%	-2%	-1%	7%
CCCOc1c(Br)cc(C(=O)NCC)cc1OC	-7%	-10%	3%	35%[activator][11.4 µM]	-9%	-1%	-2%	7%
O=C(Nc1cccc(-c2csc(Nc3ccccc3)n2)c1)c1ccccc1	?	.	-6%	.	i	-2%	1%	2%
CCCCN(CC)CCNC(=O)c1cc2c(=O)n(C)c3ccccc3c2n1C	16%	-6%	0%	.	3%	-2%	-4%	-2%
COc1ccc(CNC(=O)CN(CC2CCCO2)C(=O)CNS(=O)(=O)c2ccc(C)cc2)cc1 (stereo unspecified)	5%	-10%	2%	2%	-2%	-4%	-1%	3%
CCN(CC)C(=O)CN1C(=O)C(=O)c2ccccc21	10%	-6%	8%	4%	10%	-1%	-3%	-1%
Cc1ccccc1NC(=S)Nc1ccc2[nH]c(=O)[nH]c2c1	-18%	-8%	-2%	4%	-6%	-3%	10%	-3%
COc1ccc(C(=O)NCC(=O)OCC(=O)Nc2sccc2C#N)cc1OC	3%	9%	-11%	-28%	-13%	-5%	3%	75%[activator]
O=C(O)CSc1nnc(C2CC2)n1-c1ccccc1	-2%	-8%	-2%	-2%	-17%	-3%	-1%	-11%
O=[N+]([O-])c1ccc(N2CCN(CCO)CC2)cc1NCc1ccco1	8%	-4%	-1%[53 µM]	-5%	-1%	0%[53 µM]	-2%	9%
COc1ccc(S(=O)(=O)N2CCCC(C(=O)N3CCOCC3)C2)cc1C (stereo unspecified)	3%	0%	-4%	6%	0%	-5%	-4%	-2%
CN1CCN(CCCCOc2ccccc2-c2ccccc2)CC1	-2%	-3%	-10%	-24%	i	-1%	3%	-37%
Cn1/c(=N/N=C/c2ccccn2)sc2ccccc21	-6%	-14%	6%	?	i	-4%	-7%	7%
O=C(COc1ccccc1C(=O)Nc1ccccc1)c1ccc(Br)cc1	9%	0%	2%	5%	10%	-2%	3%	8%
O=C(Nc1cc(=O)[nH]c2nc(-c3ccccc3)nn12)c1ccccc1Cl	7%	.	-5%	.	18%	-1%	0%	91%[activator]
C(/C=C/c1ccccc1)=N/N1CCN(c2ccccc2)CC1	-4%	2%	3%	-1%	-3%	0%	-5%	-7%
O=C(NC1CCCCC1)c1cc([N+](=O)[O-])ccc1N1CCOCC1	4%	-1%	-2%	2%	-10%	2%	-5%	-4%
c1ccn2c(CNc3ncnc4sccc34)nnc2c1	-10%	-1%	-4%	0%	-7%	2%	-4%	11%

Looked up by compound from the entries so far (5):
SMILES	GAA glycogen	GAA inhib	TRb SRC2 PPI	L3MBTL1 inh	RECQ1 helicase	TexasRed fluor	GAA spleen mod	GoLoco inh red
O=C(NC1CCCCC1)c1cc([N+](=O)[O-])ccc1N1CCOCC1	4%	-1%	-2%	2%	-10%	2%	-5%	-4%
C(/C=C/c1ccccc1)=N/N1CCN(c2ccccc2)CC1	-4%	2%	3%	-1%	-3%	0%	-5%	-7%
Cn1/c(=N/N=C/c2ccccn2)sc2ccccc21	-6%	-14%	6%	?	i	-4%	-7%	7%
O=C(COc1ccccc1C(=O)Nc1ccccc1)c1ccc(Br)cc1	9%	0%	2%	5%	10%	-2%	3%	8%
CN1CCN(CCCCOc2ccccc2-c2ccccc2)CC1	-2%	-3%	-10%	-24%	i	-1%	3%	-37%

Just GoLoco inh red, for four of the compounds above:
| Structure | GoLoco inh red |
| --- | --- |
| O=C(COc1ccccc1C(=O)Nc1ccccc1)c1ccc(Br)cc1 | 8% |
| O=C(Nc1cc(=O)[nH]c2nc(-c3ccccc3)nn12)c1ccccc1Cl | 91%[activator] |
| C(/C=C/c1ccccc1)=N/N1CCN(c2ccccc2)CC1 | -7% |
| O=C(NC1CCCCC1)c1cc([N+](=O)[O-])ccc1N1CCOCC1 | -4% |

High-throughput results from PubChem.
